Compound activity (PubChem)
PLCb3 inh: human PLC-beta3 inhibitors, primary screen, biochemical, fluorescence; 1-phosphatidylinositol 4,5-bisphosphate phosphodiesterase beta-3 (Homo sapiens), Q01970; Purified PLC-beta3, fluorogenic substrate; inhibition, % at 12.2 µM; hit rate 0.18% among 370,000; AID 720704, 2013; in the data active = inhibition above about 11%;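 note: 0% = median of compound wells on plate and 100% = full blocker control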
Tn7 DDE FP: inhibitors of Tn7 peptide binding to fibrin DD(E), primary screen, biochemical, fluorescence polarization, human fibrin, Tn7 probe. Fibrinogen beta chain (Homo sapiens), P02675. FP displacement of FITC-Tn7 peptide from fibrin DD(E); 0% = median of compound wells per plate. inhibition, % at 8.3 µM. hit rate 0.13% among 370,000;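 active = inhibition above the mean of compounds falling within the control limits plus 3 SD of them, cut at about 14% in these data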;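 note: 0% = plate median of compound wells and 100% = 10 µM Aha-Tn7 peptide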
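Assay system: Human fibrin DD(E) protein | Medium: Tris buffer with calcium and detergent, pH 7.8 | Reagent: 0.1 µM fluorescent Tn7 | Compound dosing: Single point at 8.3 µM | Times: 10 min preincubation, 3 h with tracer, room temperature | Detection: Fluorescence polarization of the labelled Tn7 tracer | Controls: Aha-Tn7 high control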
ADAM17 inh: ADAM17 inhibitors, primary screen, biochemical, QFRET | Disintegrin and metalloproteinase domain-containing protein 17 (Homo sapiens), P78536 | recombinant ADAM17, EDANS/DABCYL FRET peptide cleavage | inhibition, % at 6.95 µM | hit rate 0.83% among 370,000 | AID 720648, 2013;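 active = inhibition above the mean of compounds lying between control limits plus 3 SD, set per campaign, cut at about 8.5% in these data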;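 note: 0% = DMSO-only wells as the low control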
ASAP1 inh: inhibitors of human ASAP1 ArfGAP activity, primary screen, biochemical, fluorescence polarization; AID 624377, 2012; hit rate 0.19% among 360,000; ASAP1-stimulated ARF1 GTP hydrolysis, GDP FP detection; Arf-GAP with SH3 domain, ANK repeat and PH domain-containing protein 1 (Homo sapiens), …; inhibition, % at 16.5 µM; in the data active = inhibition above about 25%;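 note: 0% = vehicle with enzyme and substrate and 100% = no enzyme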
ARFGAP1 inh: inhibitors of rat ARFGAP1 GAP activity, primary screen, biochemical, fluorescence polarization, GDP tracer; ADP-ribosylation factor GTPase-activating protein 1 (Rattus norvegicus), Q62848; Arfgap1-stimulated ARF1 GTP hydrolysis, GDP FP detection; inhibition, % at 16.5 µM; hit rate 0.26% among 360,000; AID 651572, 2012;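 active = inhibition above a per-plate limit, mean inhibition of low control wells plus 3 SD, cut at about 25% in these data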;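 note: 0% = DMSO wells with enzyme and 100% = wells lacking Arfgap1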
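Material: truncated rat Arfgap1 GAP domain; Incubation: compound-enzyme preincubation 20 min, reaction 120 min, detection 60 min, 25 °C; Read-out: percent inhibition of Arfgap1-stimulated GTP hydrolysis; Technique: FP, GDP Alexa 633 tracer displaced from anti-GDP antibody, 620/688 nm; Controls: No-Arfgap1 wells (100%) versus DMSO full-reaction wells (0%); Replication: single well per compound.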
proKLK7 act: proKLK7 zymogen activators, primary screen, biochemical, fluorescence intensity; Kallikrein-7 (Homo sapiens), P49862; purified proKLK7, EDANS-DABCYL substrate fluorescence; 100% is mature enzyme control, 0% vehicle; activation, % at 7 µM; hit rate 0.9% among 370,000; AID 652039, 2013;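 active = activation above the mean of all tested compounds plus 3 SD, computed per campaign excluding outliers beyond control limits, cut at about 13% in these data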
Target sequence (P49862 whole entry, looked up): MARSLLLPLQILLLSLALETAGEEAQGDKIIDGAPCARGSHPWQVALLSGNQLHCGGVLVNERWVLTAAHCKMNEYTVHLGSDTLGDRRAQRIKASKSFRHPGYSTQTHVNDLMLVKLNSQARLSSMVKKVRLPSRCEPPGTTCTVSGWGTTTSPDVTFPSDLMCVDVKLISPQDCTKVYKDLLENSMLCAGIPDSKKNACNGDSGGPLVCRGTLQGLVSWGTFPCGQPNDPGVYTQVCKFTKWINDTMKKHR
DDE Tn6 FP inh: inhibitors of Tn6 peptide binding to fibrin DD(E), primary screen, biochemical, fluorescence polarization, human fibrin, Tn6 probe. hit rate 0.21% among 370,000. inhibition, % at 8.3 µM. Fibrin DD(E) TRITC-Tn6 fluorescence polarization displacement. AID 720509, 2013. Fibrinogen beta chain (Homo sapiens), P02675;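 active = inhibition above a per-campaign cutoff: mean of compounds within control limits plus 3 SD, cut at about 15% in these data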;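 note: 0% = median of all compound wells on the plate and 100% = blocking peptide control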
PLCg1 inh: PLC-gamma1 enzyme inhibitors, primary screen, biochemical, fluorescence, purified enzyme | inhibition, % at 12.2 µM | AID 720700, 2013 | 1-phosphatidylinositol 4,5-bisphosphate phosphodiesterase gamma-1 (Homo sapiens), P19174 | hit rate 0.84% among 370,000 | fluorogenic substrate; in the data active = inhibition above about 9.5%
MBD2 DNA inh: inhibitors of MBD2 binding to methylated DNA, primary screen, biochemical, TR-FRET, DNA-binding domain, human; Methyl-CpG-binding domain protein 2 (Homo sapiens), Q9UBB5; MBD2 binding to methylated oligonucleotide; inhibition, % at 4.4 µM; hit rate 0.31% among 370,000; AID 686964, 2013; in the data active = inhibition above about 13%
UHRF1 MBD2 ctr: UHRF1 methylated DNA binding inhibitors, primary screen, counter-screen for MBD2 inhibitor project, biochemical, TR-FRET, human UHRF1, single concentration; E3 ubiquitin-protein ligase UHRF1 (Homo sapiens), Q96T88; UHRF1 binding to methylated oligo; inhibition, % at 4.4 µM; hit rate 0.75% among 370,000; AID 687016, 2013; in the data active = inhibition above about 21%;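 note: UHRF1 SRA domain binding a hemimethylated CpG hairpin DNA probe; 0% = median of test compound wells and 100% = reference inhibitor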
Target sequence (Q96T88 whole entry, looked up, the tested form may be a part): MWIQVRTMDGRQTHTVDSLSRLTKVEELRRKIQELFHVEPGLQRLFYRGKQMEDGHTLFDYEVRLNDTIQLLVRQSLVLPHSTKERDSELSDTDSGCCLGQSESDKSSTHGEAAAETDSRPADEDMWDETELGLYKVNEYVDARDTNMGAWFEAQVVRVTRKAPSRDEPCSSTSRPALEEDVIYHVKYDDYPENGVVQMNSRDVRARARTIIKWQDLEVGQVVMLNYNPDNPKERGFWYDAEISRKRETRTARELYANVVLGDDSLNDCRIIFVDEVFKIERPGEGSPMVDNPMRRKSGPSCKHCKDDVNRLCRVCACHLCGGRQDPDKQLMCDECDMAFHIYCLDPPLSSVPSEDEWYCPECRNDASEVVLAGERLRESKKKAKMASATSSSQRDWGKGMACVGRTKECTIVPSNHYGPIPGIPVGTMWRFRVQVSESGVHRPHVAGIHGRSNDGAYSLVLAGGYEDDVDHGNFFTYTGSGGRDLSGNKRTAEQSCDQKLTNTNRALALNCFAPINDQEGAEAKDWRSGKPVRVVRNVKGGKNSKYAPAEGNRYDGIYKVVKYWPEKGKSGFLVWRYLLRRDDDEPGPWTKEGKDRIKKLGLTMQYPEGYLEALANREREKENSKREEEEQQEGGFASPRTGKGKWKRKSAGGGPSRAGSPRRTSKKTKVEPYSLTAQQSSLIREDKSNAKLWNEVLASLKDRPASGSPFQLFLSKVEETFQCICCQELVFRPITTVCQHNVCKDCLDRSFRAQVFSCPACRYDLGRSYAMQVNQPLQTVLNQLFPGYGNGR
* = called active by the depositor. This is a random part of the collection, and some 4.1% of all compounds hit somewhere here.

Compound	ASAP1 inh	PLCb3 inh	UHRF1 MBD2 ctr	Tn7 DDE FP	proKLK7 act	MBD2 DNA inh	DDE Tn6 FP inh	ARFGAP1 inh	ADAM17 inh	PLCg1 inh
O=C(NCc1cccs1)Nc1cccs1	-9	-4	-1	-2	-0.2	-2	4	0	-3	-3
CC(C(=O)OCC(=O)NC1CCCCC1)N1C(=O)c2ccccc2C1=O (stereo not given)	-6	-2	2	8	-0.4	3	5	3	0	3
Cc1ccc(NC(=O)/C=C/C(=O)O)c([N+](=O)[O-])c1	-2	4	12	-1	-0.3	2	0	14	-3	4
O=C(CCn1c(=O)oc2ccccc21)Nc1ccc2c(c1)OCCO2	-2	-1	3	-3	-0.3	5	0	0	-4	1
O=C(NNC(=O)c1cccs1)c1ccccc1	2	0	2	-6	-0.8	0	1	2	2	4
CC(=O)NCC1CCCN(Cc2cn(-c3ccccc3)nc2-c2ccc3c(c2)OCO3)C1 (stereo not given)	5	-13	3	5	-0.8	0	-3	9	-6	-5
COc1ccc(C)cc1-n1c(SCC(=O)NC2CC2)nc2ccccc2c1=O	0	-6	-1	-7	-0.5	-2	-4	6	-2	0
COc1ccc([C@@H]2Sc3cc(OC)ccc3N(CCN(C(C)C)C(C)C)C(=O)[C@H]2OC(C)=O)cc1	0	-1	2	8	-0.3	-4	-2	-6	-1	1
COc1ccccc1N1CCN(C(=O)C2CCN(C(=O)c3ccc(C(C)(C)C)cc3)CC2)CC1	14	-10	6	2	-0.1	0	-11	3	-3	0
Cc1cccc(Nc2nccc(N(C)C)c2C#N)c1	-9	1	1	3	0.5	0	0	-5	2	0
Cc1cc(OC(C)C(=O)NCc2cccnc2)c2c(C)c(Cc3ccccc3)c(=O)oc2c1 (stereo not given)	4	-39	1	-4	-4.6	4	-3	4	-30	-19
CC(C)(C)C1C=C(Sc2ccccc2)C(=O)O1 (stereo not given)	1	1	-1	-3	0.2	-5	5	-4	-4	0
O=C(Nc1ccccc1)N(CCN1CCOCC1)Cc1ccccc1F	-9	1	-1	0	0.2	1	0	9	-5	0
O=C(Nc1ccc(F)cc1)c1cncs1	-3	-4	-1	-3	-0.7	0	0	-6	3	-1
COc1ccccc1OCC(=O)Nc1ccc2c(c1)OCCO2	1	-4	-4	5	0.3	2	-2	5	-1	-1
CCCNC(=O)C1CCC(CNS(=O)(=O)c2ccc3c(c2)N(C(C)=O)CCO3)CC1 (stereo not given)	-4	-8	2	6	0.1	-6	8	-6	2	1
O=C(CCSc1nc(-c2ccco2)cc(C(F)(F)F)n1)Nc1ccc2c(c1)OCO2	17	-3	0	-2	-0.9	-3	6	4	-2	-3
CCOc1ccc(CN2CCNC(=O)C2CC(=O)NCCc2nc(C)c3c(n2)CCC3)cc1 (stereo not given)	-7	-16	-2	8	0.8	-3	-1	1	-3	2
Cc1cc(C)nc(SCc2cc(=O)c(OC(=O)c3ccc(S(=O)(=O)N4CCCC4)cc3)co2)n1	-3	1	-1	-6	0.2	-4	8	1	0	4
Cc1ccccc1-n1nc(C)c2cc(C(=O)N3CCN(S(=O)(=O)c4ccc(F)cc4)CC3)sc21	-6	-1	2	6	0.0	3	2	-4	-7	-1
Nc1c(C(=O)NCc2ccco2)sc2nc3c(cc12)C(=O)CCC3	4	-5	6	2	-0.7	0	-2	7	-2	-2
O=c1[nH]c(=O)n(C(c2ccccc2)(c2ccccc2)c2ccccc2)cc1N(CCO)CCO	4	5	-4	-3	-0.2	-3	4	7	-4	0
CCOC1(C(F)(F)F)NC(=O)N(Cc2ccc(OC)cc2)C1=O (stereo not given)	-1	4	-4	4	-0.1	-7	4	5	0	1
COCCCC1CCN(C(=O)C2CCC(=O)N(C3CCCCCC3)C2)CC1 (stereo not given)	-4	-4	1	-3	0.3	0	-4	-5	-6	1
COc1nc(NC2CCCCC2)nc(NC(C)(C)C)n1	10	-2	-4	2	0.5	3	-1	2	2	2
COc1cc(OC)cc(-c2oc(=O)c3cc(OC)c(OC)cc3c2C#CCCO)c1	6	-18	2	12	-14	4	5	-1	-29	-15
O=C(O)CS(=O)CC(=O)Nc1cccc(C(F)(F)F)c1 (stereo not given)	-3	2	-1	-4	0.7	-4	-1	-4	1	20*
Cc1cccc2[nH]c(CN(C)C(=O)C3CCC(=O)N(C4CC4)C3)nc12 (stereo not given)	8	-4	-2	-2	-0.3	-4	1	8	-3	-1
O=C(COC(=O)CNC(=O)c1ccc(Cl)cc1Cl)NCC1CCCO1 (stereo not given)	-7	-6	4	-2	-0.6	0	-3	10	-1	3
Cc1ccc(S(=O)(=O)N2CCC(=O)N([C@H](COCc3cccc(C(F)(F)F)c3)C(C)C)CC2)cc1	7	-1	5	3	0.5	0	-2	21	0	1
O=C(c1cccnc1Nc1ccccc1F)N1CCOCC1	2	5	-1	8	0.2	-5	7	-5	-1	1
COC(=O)c1ccc(-c2nc(O)c(C)s2)cc1	-6	0	-4	-6	-1.3	1	3	6	0	-3
O=C(Nc1ccc(F)c(F)c1)c1oc2ccccc2c1NC(=O)C1CCCO1 (stereo not given)	4	-3	7	-4	-0.5	8	1	3	-6	4
CCn1cc(CN2CCC(n3nccc3NC(=O)CCCc3ccccc3)CC2)c(C)n1	-7	-8	-1	8	-0.6	5	-1	-3	-2	-3
COCCNC(=O)C(=O)NCC1OCCN1S(=O)(=O)c1ccc(C)cc1 (stereo not given)	-2	-3	1	-2	-0.5	-7	2	11	-1	2
CC1CCN(C(=O)c2cc3c(ccc4ccccc43)o2)CC1	-7	-3	2	0	0.4	0	-7	-11	1	8
CC(C)(C)OC(=O)NCCC(=O)N/N=C/c1cccc2nccnc12	3	-20	1	-3	-0.6	-1	-1	-5	-1	-11
CSc1nc2c(c(=O)n1Cc1ccccc1)SC(C)C2 (stereo not given)	-1	2	4	-4	0.4	0	5	1	3	-1
CCNc1nc(NC(C)C)nc(NC(C)(C)C)n1	-1	-3	8	3	-0.3	0	1	5	-3	1
O=C(CCN1C(=O)[C@@H]2Cc3ccccc3CN2C1=O)NCc1ccccc1	1	-9	1	-4	0.1	-5	2	7	-7	0
COc1cc(/C=N\Nc2nc3ccccc3o2)cc(OC)c1OC	7	-50	0	5	-0.1	-7	-9	-3	-7	-36
CC(N=c1ccccn1C(=O)Nc1cccc(C(F)(F)F)c1)c1ccco1 (stereo not given)	17	2	1	-9	0.1	-7	1	2	2	3
O=C(CSc1nnc(NC2CCCCC2)s1)NN1C(=O)NC2(CCCCC2)C1=O	-7	1	-2	-2	-0.1	3	2	-8	2	2
Cc1ccc(-n2nc3c(c2NC(=O)C2CC2)CS(=O)(=O)C3)cc1C	13	-6	0	-1	-0.1	6	5	10	-2	-1
CNC(=S)N/N=C/c1c(C)cccc1Cl	7	-3	0	3	0.2	-7	-1	-5	2	6
O=C(NCc1cccs1)C1CCCN(S(=O)(=O)c2cccc3cccnc23)C1 (stereo not given)	3	-89	1	0	0.0	3	-4	9	1	1
O=C(CC(O)(C(F)(F)F)C(F)(F)F)Nc1ccc(Cl)c(Cl)c1	6	-2	5	0	-0.1	9	-5	16	6	-2
CC1CCN(C(=O)c2[nH]cnc2C(=O)Nc2ccccc2)CC1	9	0	0	-4	-0.2	0	-1	6	0	-2
COc1ccc(S(=O)(=O)N2CCOC23CCN(S(=O)(=O)c2c(C)cc(C)cc2C)CC3)cc1	4	-9	1	1	-0.6	0	-5	-2	6	0
COc1cc2nc(CCc3ccccc3)oc(=O)c2cc1OC	-10	-8	2	-4	-0.3	0	6	-13	-2	-1

Remaining list, next part
Compound	ASAP1 inh	PLCb3 inh	UHRF1 MBD2 ctr	Tn7 DDE FP	proKLK7 act	MBD2 DNA inh	DDE Tn6 FP inh	ARFGAP1 inh	ADAM17 inh	PLCg1 inh
COc1cc2c(cc1OC)CN(C(=O)CCNS(=O)(=O)c1ccc(Br)cc1)CC2	7	-1	0	3	0.6	-3	7	-13	-2	0
Cc1ccc2ccccc2c1NC(=O)CNCc1ccccc1	-6	1	-3	8	-0.1	1	-4	7	-4	2
CCOc1ccc(C(=O)N2CCN(c3ncccn3)CC2)cc1	-13	-7	1	8	-0.1	-3	4	12	-9	-1
CC(=O)Nc1ccc(NC(=O)C(c2ccccc2)c2ccccc2)cc1	-2	-2	-1	-7	-0.5	8	-3	-7	-5	3
C=CCOc1ccccc1/C=C/C(=O)O	0	2	-1	-1	-0.2	0	3	-3	-3	1
COc1ccccc1CNC(=O)[C@H](Cc1c[nH]c2ccccc12)NC(=O)[C@@H]1Cc2ccccc2CN1	18	4	-3	-5	-0.7	5	-7	10	3	2
Cc1ccc(C)c(C(=O)NCc2ccncc2)c1	-4	2	-2	0	1.2	0	1	4	-3	1
CCOc1cc(/C=N\Nc2nc(Nc3ccccc3)nc(N3CCOCC3)n2)ccc1OC(=O)c1ccco1	10	0	0	-7	0.4	0	-1	19	3	1
C=CCN(C(=O)c1ccccn1)C(C(=O)NCc1ccccc1)c1ccccc1F (stereo not given)	-7	3	1	1	0.0	4	1	0	3	3
Cc1ccccc1Cn1cc(NC(=O)COc2ccccc2)cn1	1	-2	-3	0	-0.1	-2	-15	-6	0	-2
O=C(NCCc1ccc([N+](=O)[O-])cc1)c1ccccc1	1	3	-1	-5	0.2	-5	-3	-12	-3	9
COc1ccc(C)cc1NC(=O)c1nc2nc(C)cc(C)n2n1	2	0	7	5	-0.8	1	-4	12	-12	4
Cc1cccc(NS(=O)(=O)c2ccc([N+](=O)[O-])cc2)n1	-10	3	-1	-9	0.2	2	-2	5	-1	2
